# E-selectin induc: E-selectin induction in HUVECs, primary screen, imaging, HUVEC, immunofluorescence imaging, single point. normalized: neutral wells 0, TNF-alpha wells 100. P16581. activation, % at 7.58 µM. 260,000 compounds, 0.37% hits;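 active means mean E-selectin-positive cell signal at least 10% of the positive control, reached in at least 60% of replicates, without over 20% cell loss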;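 further: in these data hits start at about 27%; measured in HUVEC primary endothelial cells; signal is the percent of cells scored E-selectin positive by PE staining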
# Target sequence (P16581 whole entry, looked up): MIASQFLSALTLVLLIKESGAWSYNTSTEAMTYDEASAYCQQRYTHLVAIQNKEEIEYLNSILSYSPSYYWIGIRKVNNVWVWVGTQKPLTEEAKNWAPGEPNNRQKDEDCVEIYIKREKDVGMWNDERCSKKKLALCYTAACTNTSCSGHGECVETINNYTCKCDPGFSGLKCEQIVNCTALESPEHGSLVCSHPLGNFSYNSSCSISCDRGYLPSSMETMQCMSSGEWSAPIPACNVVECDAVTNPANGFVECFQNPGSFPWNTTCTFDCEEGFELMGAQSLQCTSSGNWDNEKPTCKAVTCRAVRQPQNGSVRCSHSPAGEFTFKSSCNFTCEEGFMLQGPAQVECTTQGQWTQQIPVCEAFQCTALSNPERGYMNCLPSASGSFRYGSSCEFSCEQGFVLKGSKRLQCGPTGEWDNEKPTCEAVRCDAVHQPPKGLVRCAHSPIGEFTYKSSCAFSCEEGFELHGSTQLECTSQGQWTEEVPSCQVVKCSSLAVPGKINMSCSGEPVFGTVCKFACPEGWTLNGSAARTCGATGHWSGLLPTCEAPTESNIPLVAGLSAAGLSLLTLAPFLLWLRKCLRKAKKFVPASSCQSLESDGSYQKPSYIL
#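 System: HUVEC / Compound: single concentration / Signal: immunofluorescence imaging / Read-out: percent E-selectin-positive cells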
# FN deposit inh: inhibitors of fibronectin matrix deposition, primary screen, AH1F cells, Alexa488-fibronectin fluorescence, plate reader. 350,000 compounds, 0.086% hits. inhibition, % at 12.6 µM. AID 743247, 2014. AH1F fibroblasts, overnight;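 active means mean inhibition across replicates of 30% or more, regardless of how many single replicates reach that level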;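 further: positive control wells lacked labelled fibronectin entirely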
#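 material = AH1F fibroblast monolayer depositing Alexa488-labelled fibronectin into matrix | amount = 10000 AH1F cells/well | buffer or medium = DMEM plus 2% serum, read in PBS | incubation = 1 h cell adhesion before compound, then overnight fibronectin incubation | detection = fluorescence at 485 nm excitation, 525 nm emission | evaluation = percent inhibition as loss of matrix-bound fibronectin fluorescence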
# esBAF inh: Bmi1 luciferase reporter increase in mESCs, primary screen, esBAF inhibitor project, mouse ES cells, Bmi1 luciferase knock-in, single point | 24 h; 100% = twice the neutral-well signal | reporter increase, % at 12.5 µM | 350,000 compounds, 2% hits; in the data active means activation above about 40%;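 further: 0% = median of the plate's neutral control wells and 100% = double that signal; a rise in the Bmi1 reporter signal indicates esBAF inhibition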
# S100A4 inh HTS: inhibitors of S100A4-myosin IIA peptide binding, primary screen, biochemical, fluorescence polarization, TAMRA-MyoIIA peptide. 360,000 compounds, 0.14% hits. inhibition, % at 10.7 µM;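 active means mean inhibition of at least 70% across replicates, with every replicate also reaching that level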
#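 Test system: S100A4 monomer protein. Medium: HEPES buffer with Ca2+, pH 7.2. Reagent: fluorescent myosin IIA peptide, 5 nM. Compound dosing: single-point compound testing. Timing: 5 min between mix addition and reading. Benchmarks: DMSO neutral and TFP positive wells.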
# RAD54 inh: inhibitors of human RAD54 branch migration, primary screen, biochemical, fluorescence, single point; DNA repair and recombination protein RAD54-like (Homo sapiens), Q92698; RAD54 Holliday junction branch migration, FAM/BHQ fluorescence; inhibition, % at 10.4 µM; 360,000 compounds, 0.14% hits;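 active means mean normalized replicate activity at least 40 and at least half of replicates scoring 40 or more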;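 further: 0% = median of neutral control wells and 100% = median of positive control wells; inhibitors cause a drop in the FAM fluorescence signal; in these data hits start at about 50%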
# RAD52 inh: RAD52 DNA annealing inhibitors, primary screen, biochemical, FRET, single point, set 2 | 360,000 compounds, 0.46% hits | inhibition, % at 18.7 µM | DNA repair protein RAD52 homolog (Homo sapiens), P43351 | recombinant RAD52 DNA annealing, FRET fluorescence | AID 651710, 2012;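 active means every replicate showing at least 50% inhibition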
# Target sequence (P43351 whole entry, looked up): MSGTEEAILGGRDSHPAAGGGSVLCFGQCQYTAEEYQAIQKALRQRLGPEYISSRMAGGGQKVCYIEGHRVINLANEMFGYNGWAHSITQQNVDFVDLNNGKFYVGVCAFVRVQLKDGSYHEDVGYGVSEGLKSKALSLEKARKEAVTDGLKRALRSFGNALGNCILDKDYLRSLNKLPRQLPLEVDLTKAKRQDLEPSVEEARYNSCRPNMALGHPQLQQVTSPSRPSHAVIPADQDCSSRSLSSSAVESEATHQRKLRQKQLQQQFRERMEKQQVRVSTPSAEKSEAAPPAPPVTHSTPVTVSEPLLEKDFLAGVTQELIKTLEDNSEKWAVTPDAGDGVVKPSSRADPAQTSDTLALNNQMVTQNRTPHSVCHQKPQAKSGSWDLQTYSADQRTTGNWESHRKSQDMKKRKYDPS
# XiGFP reactiv: activators of inactive X chromosome reactivation, primary screen, imaging, XiGFP fibroblasts, GFP high-content imaging, set 2; XiGFP mouse fibroblasts, % GFP-positive cells imaging, 3 d; cells co-treated with 5-aza-dC sensitizer; scaled so ellipticine positive control = 100%; activation, % at 7.58 µM; 360,000 compounds, 0.055% hits;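 active means mean normalized replicate activation at least 10% and every replicate at or above 10%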;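 further: 0% = median of on-plate neutral control wells and 100% = ellipticine 6 µM median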
#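 Material: SV40-immortalized XiGFP fibroblast cells, line 68-5-11 | Buffer or medium: DMEM containing 5-aza-dC | Dosing: One concentration, pinned | Times: 3 d treatment, 15 min room-temperature fixation | Controls: Ellipticine 6 µM positive control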
# EWS-Fli inh: EWS/Fli-driven NR0B1 reporter inhibitors, primary screen, A673 cells, NR0B1 luciferase, luminescence, MLPCN library; viability-normalised; inhibition, % at 12.6 µM; 350,000 compounds, 0.67% hits; AID 651661, 2012;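 active means mean inhibition of at least 50% after viability correction, with every replicate also passing that limit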;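 further: firefly luciferase signal divided by Alamar Blue viability fluorescence both relative to DMSO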
# Numbers without * were called inactive; i = inactive; / = no result given.
SMILES,E-selectin induc,FN deposit inh,esBAF inh,S100A4 inh HTS,RAD54 inh,RAD52 inh,XiGFP reactiv,EWS-Fli inh
CCN(c1cc(C)cc(C)c1)S(=O)(=O)c1nnc(NC(=O)c2ccco2)s1,2.0,2,0,-4,-6,-23,0.1,-1
COc1cccc(NC(=O)N(C)C[C@@H]2Oc3cc(C#Cc4ccccc4)ccc3S(=O)(=O)N([C@H](C)CO)C[C@H]2C)c1,0.6,22,12,-18,1,6,0.2,22
O=C(N[C@@H]1CC[C@@H](CCNC(=O)C2CCC2)O[C@H]1CO)c1ccccn1,-0.2,/,-7,2,-7,4,0.2,3
O=C(NCc1ccccc1)C(c1ccc(F)cc1)N1CCN(c2ccccc2F)CC1 (configuration not stated),2.1,-3,/,-3,/,-24,0.0,2
CCOC(=O)N1CCN(S(=O)(=O)c2cc([N+](=O)[O-])ccc2C)CC1,0.6,11,-3,-1,1,-5,0.0,7
C[C@@H]1CN([C@@H](C)CO)C(=O)Cc2cc(NC(=O)C3CCCCC3)ccc2O[C@@H]1CN(C)S(=O)(=O)c1cccs1,0.1,/,6,-13,0,3,0.0,-14
CC(Sc1nnc(-c2ccco2)n1C)C(=O)N(C)C1CCCCC1 (configuration not stated),/,-6,-1,13,/,-6,0.2,0
C[C@@H]1CN([C@@H](C)CO)C(=O)c2cc(NC(=O)c3ccncc3)ccc2O[C@@H](C)CCCCO[C@@H]1CN(C)S(=O)(=O)c1ccc(F)cc1,/,-6,-8,-10,4,-37,0.1,-4
COc1cc(-c2cc(NC=O)c3ncc(-c4cccc(C(F)(F)F)c4)n3c2)cc(OC)c1OC,-0.2,-12,-2,-17,-1,-21,-0.1,15
CCCCc1nnc(SCC(=O)Nc2nccs2)n1CC,-1.5,7,1,-3,-7,-12,0.4,-3
CCOC(=O)/C(C#N)=C(C)/C=C1\Sc2ccccc2N1CC,/,5,67*,14,-13,i,0.1,-73
Cc1nc2ccccc2n1Cc1ccccc1Br,/,-2,-1,5,-4,4,0.0,23
CNC(=O)COC(=O)CCC(=O)c1cccs1,-0.1,-3,/,-2,/,-7,0.6,9
C[C@H]1CN([C@@H](C)CO)C(=O)c2cc(C#Cc3ccccn3)cnc2O[C@@H]1CN(C)C(=O)c1cnccn1,-0.1,/,-9,43,2,-53,-0.7,-7
COc1ccc([C@H]2/C=C\CN(C(=O)CC(C)(C)C)[C@@H](C)C(=O)N2Cc2ccc(F)cc2)cc1,0.2,19,-10,-18,-5,-20,0.0,12
COCC(=O)Nc1ccc(S(=O)(=O)Nc2ccccn2)cc1,4.3,1,1,-6,3,-10,0.0,1
COc1ccccc1Oc1cn[nH]c1-c1ccc(OCC(=O)NN)cc1O,-0.1,6,-3,-2,-3,-9,0.1,18
COc1ccc(-c2sc3ccccc3c2C#CCO)cc1,-0.1,-10,9,-2,2,-12,0.0,1
C[C@H]1CN([C@@H](C)CO)C(=O)Cc2cc(NC(=O)C3CC3)ccc2O[C@H]1CN(C)Cc1ccccc1,0.2,/,4,3,-2,0,-0.4,-13
CO[C@H]1CN(C)C(=O)c2ccc(NC(=O)c3cc(C)on3)cc2OC[C@@H](C)N(C)C[C@@H]1C,-0.1,1,0,13,3,-2,0.4,10
COc1ccc2c(c1)C(NC(C)=O)C(=O)N2CCc1ccccc1 (configuration not stated),/,/,/,-13,/,-16,-0.1,2
COC(=O)c1c(NC(=S)Nc2ccc(CC(=O)O)cc2)sc(C)c1C,/,1,-9,/,-2,/,0.0,/
C1CN(c2nc3nonc3nc2N2CCSCC2)CCO1,/,-3,-2,-2,-9,5,-0.1,4
COc1ccc(CNC(C)(C)C)cc1Cl,/,/,-6,2,-7,-4,/,3
COc1ccc(C(=O)OCC(=O)NC2CCCC2)cc1OC,/,0,-3,-2,4,-12,0.3,3
# Further structures:
SMILES,E-selectin induc,FN deposit inh,esBAF inh,S100A4 inh HTS,RAD54 inh,RAD52 inh,XiGFP reactiv,EWS-Fli inh
Cc1c(Cl)cccc1N1C(=O)C(N2C(=O)c3cccc([N+](=O)[O-])c3C2=O)C1c1cccs1 (configuration not stated),/,/,-5,4,9,-7,/,/
COc1ccc(S(=O)(=O)N(C)C[C@@H]2Oc3ccc(NC(=O)C4CCCCC4)cc3CC(=O)N([C@@H](C)CO)C[C@@H]2C)cc1,2.3,/,4,6,0,-11,0.1,0
COc1ccc(CN(C)CCCn2cnc3c(OCc4ccccc4)ncnc32)cc1OC,5.2,-16,9,1,-6,-13,0.0,2
Nc1ncnc2c1ncn2[C@@H]1O[C@H](COS(=O)(=O)O)[C@@H](O)[C@H]1O,-0.1,-7,-10,0,-8,-1,0.1,2
O=C1NC(=O)/C(=C\c2cn(Cc3ccccc3F)c3ccccc23)N1,/,/,-4,-1,-3,-47,-0.1,7
Cc1noc(C)c1NC(=O)Nc1ccc2c(c1)C(=O)N([C@H](C)CO)C[C@H](C)[C@@H](CN(C)Cc1ccc3c(c1)OCO3)OCCCC[C@@H](C)O2,0.1,-21,-1,/,-13,/,0.2,-14
CN1C(=O)c2cc(NC(=O)C3CCC3)ccc2OC[C@@H]2O[C@@H](CC(=O)NCCc3ccncc3)CC[C@H]21,0.1,-1,/,8,/,-3,0.0,0
O=C(OCc1ccccc1)N1CCC2CC1c1cc(N3CCN(S(=O)(=O)c4cccc(C(F)(F)F)c4)CC3)ccc12 (configuration not stated),0.3,/,10,-8,6,-10,0.7,7
COc1ccccc1CCNC(=O)c1cc(C2CC2)nc2c1cnn2C(C)C,/,-8,/,-5,1,-35,0.2,13
Cc1ccc(CN2CCN(Cc3ccccc3-c3ccco3)CC2CCO)o1 (configuration not stated),/,4,-6,-2,-4,-30,0.3,8
CCCC1NC(=O)c2cccnc2-n2c1nc1ccc(OC)cc1c2=O (configuration not stated),0.0,5,0,-2,2,-10,-0.1,-7
CN1C(=O)/C(=C\c2ccccc2F)Sc2ccc(C(=O)NC3CCN(Cc4ccccc4)CC3)cc21,/,2,-17,-2,-3,-5,-0.1,32
CCCC(=O)Nc1ccccc1NC(=O)c1ccc2c(c1)OCO2,/,-5,-1,-1,4,-6,0.1,18
Cc1ccc(/C=N/NC(=O)c2nnn(-c3nonc3N)c2C(C)C)o1,/,5,-3,0,4,-1,0.1,-14
CCOc1ccc(CCNC(=O)CCS(=O)(=O)c2ccc(Cl)cc2)cc1OCC,-0.5,/,-5,1,10,-26,0.0,6
COc1ccc(CCNC(=O)COC(=O)Cc2ccccc2F)cc1,0.3,1,/,0,-7,6,0.0,-5
Cc1ccc(C(C(=O)NCCc2ccccc2)N(C(=O)c2csnn2)C2CC2)cc1 (configuration not stated),0.3,-5,-1,-4,-24,-14,0.2,-4
CO[C@@H]1CN(C)C(=O)c2cc(NC(=O)C3CC3)ccc2OC[C@H](C)N(Cc2cncnc2)C[C@@H]1C,0.3,-26,-2,4,1,-5,0.4,-2
COCC(=O)N1[C@H](CO)[C@@H](c2ccc(C3=CCCCC3)cc2)[C@@H]1C#N,0.0,-8,-5,-19,-6,-3,0.3,-11
C[C@H]1CN([C@@H](C)CO)S(=O)(=O)c2ccc(-c3cccc(F)c3)cc2O[C@@H]1CN(C)S(=O)(=O)c1ccc(F)cc1,-0.1,20,17,-12,1,-3,-0.6,3
CNC(=O)COC(=O)c1ccc2c(c1)S(=O)(=O)c1ccccc1C2=O,-0.1,4,-2,2,-9,-12,0.1,0
COc1ccc(CCNC(=O)c2cc(-c3ccccc3)c(N3CCOCC3)s2)c(OC)c1OC,/,-7,9,-4,3,-17,0.1,12
Cc1cc(C)cc(-n2ncc3c2CCCC3NC(=O)c2ccccc2)c1 (configuration not stated),0.2,1,2,-3,12,-9,0.0,8
COc1cc(C2CC(=O)Oc3cc4c(cc32)OCO4)cc(OC)c1OC (configuration not stated),7.0,8,3,-1,5,-19,0.0,-10
Cc1cc(C(F)(F)F)cc(NNC(=O)NC(=O)c2ccc(Cl)cc2)n1,0.2,-15,/,0,11,-26,-0.2,-14

# Part of the list above, reformatted:
# Every second line gives: E-selectin induc, FN deposit inh, esBAF inh, S100A4 inh HTS, RAD54 inh, RAD52 inh, XiGFP reactiv, EWS-Fli inh
COc1ccc(CCNC(=O)COC(=O)Cc2ccccc2F)cc1
  0.3, 1, /, 0, -7, 6, 0.0, -5
Cc1ccc(C(C(=O)NCCc2ccccc2)N(C(=O)c2csnn2)C2CC2)cc1 (configuration not stated)
  0.3, -5, -1, -4, -24, -14, 0.2, -4

# New compounds follow:
SMILES,E-selectin induc,FN deposit inh,esBAF inh,S100A4 inh HTS,RAD54 inh,RAD52 inh,XiGFP reactiv,EWS-Fli inh
COc1ccccc1C1=NOC(C)(c2nnc(-c3cccc(Cl)c3)o2)C1 (configuration not stated),1.0,-6,/,1,6,0,0.1,-1
C[C@H](NC(=O)C[C@@H]1CC[C@H]2[C@@H](COC[C@@H](O)CN2C(=O)Nc2ccccc2)O1)c1ccccc1,0.0,-4,3,-2,-15,-7,0.0,-12
O=C(CSc1nc(=O)n2ccccc2n1)NCc1ccc(F)cc1,/,11,2,-4,6,-6,0.0,-7
CC1(C)C(=O)OC(c2cccc([N+](=O)[O-])c2)C2(CCCCC2)C1=O (configuration not stated),/,5,/,-5,4,7,0.0,-1
Cc1ccc(S(=O)(=O)N2CCCC(c3nc4c(nnn4Cc4ccc5c(c4)OCCO5)c(=O)[nH]3)C2)cc1 (configuration not stated),/,-1,1,-1,1,-5,0.0,/
CCCNC(=O)N1CC(=O)N2[C@H](CO)[C@@H](c3ccc(-c4ccc(C)cc4)cc3)[C@@H]2C1,0.5,/,/,17,/,-8,0.5,-3
C[C@@H]1CN([C@@H](C)CO)C(=O)c2cc(C#CCc3ccccc3)cnc2O[C@H]1CN(C)C(=O)C1CCOCC1,-0.1,/,-2,13,5,-5,-1.1,-20
Cc1ccc(N2NC(=O)/C(=C/c3ccc(-c4ccc(Cl)c(C(=O)O)c4)o3)C2=O)cc1C,-1.0,-3,6,4,3,-8,0.0,1
CCOC(=O)c1[nH]c(C)c(C(=O)OCc2ccccc2F)c1C,/,15,-2,-5,0,-9,0.1,43
O=C(NCCCN1CCOCC1)c1sc2cc(Cl)ccc2c1Cl,/,/,/,0,/,-1,0.1,7
Cc1noc(C)c1NC(=O)Nc1ccc2c(c1)CC(=O)N([C@H](C)CO)C[C@H](C)[C@H](CN(C)Cc1ccc(Oc3ccccc3)cc1)O2,-3.2,/,1,/,-3,/,0.0,-3

# Three compounds out of the list, sorted by count of non-hydrogen atoms, smallest number first.
SMILES,E-selectin induc,FN deposit inh,esBAF inh,S100A4 inh HTS,RAD54 inh,RAD52 inh,XiGFP reactiv,EWS-Fli inh
COc1ccccc1C1=NOC(C)(c2nnc(-c3cccc(Cl)c3)o2)C1 (configuration not stated),1.0,-6,/,1,6,0,0.1,-1
Cc1ccc(N2NC(=O)/C(=C/c3ccc(-c4ccc(Cl)c(C(=O)O)c4)o3)C2=O)cc1C,-1.0,-3,6,4,3,-8,0.0,1
C[C@H](NC(=O)C[C@@H]1CC[C@H]2[C@@H](COC[C@@H](O)CN2C(=O)Nc2ccccc2)O1)c1ccccc1,0.0,-4,3,-2,-15,-7,0.0,-12
